TrxR1 substrate: substrates of rat thioredoxin reductase 1; O89049; purified TrxR1 substrate turnover, NADPH consumption readout; Potency, µM (series often up to 114 µM), inactives show at the highest dose activity change, negative = substrate turnover; 390,000 tested, 0.01% active; also: potency is read from the fitted curve at half-maximal effect; % is scaled to controls: 0 for no effect and ±100 for the full control effect; nearly all actives have a fitted effect of over 50% in size
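Rat TrxR1, dispensed at 90 nM, was prereduced with 400 uM NADPH (final) for 5 min at ~22 deg C, then incubated with compound 15 min before 400 uM selenite. A first-read NADPH fluorescence drop versus no-compound background flagged substrates.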
GLS inh: glutaminase GLS (human) inhibition; AID 624170; 410,000 tested, 0.21% active; Potency, µM (highest dose often 45.5 µM), for the others: top-dose activity change, negative = inhibition, most hits filed as inhibitors; GLS enzymatic activity, qHTS titration; also: potency is read from the fitted curve at half-maximal effect; % is scaled to controls: 0 for no effect and ±100 for the full control effect
Target sequence (O94925 whole entry, looked up): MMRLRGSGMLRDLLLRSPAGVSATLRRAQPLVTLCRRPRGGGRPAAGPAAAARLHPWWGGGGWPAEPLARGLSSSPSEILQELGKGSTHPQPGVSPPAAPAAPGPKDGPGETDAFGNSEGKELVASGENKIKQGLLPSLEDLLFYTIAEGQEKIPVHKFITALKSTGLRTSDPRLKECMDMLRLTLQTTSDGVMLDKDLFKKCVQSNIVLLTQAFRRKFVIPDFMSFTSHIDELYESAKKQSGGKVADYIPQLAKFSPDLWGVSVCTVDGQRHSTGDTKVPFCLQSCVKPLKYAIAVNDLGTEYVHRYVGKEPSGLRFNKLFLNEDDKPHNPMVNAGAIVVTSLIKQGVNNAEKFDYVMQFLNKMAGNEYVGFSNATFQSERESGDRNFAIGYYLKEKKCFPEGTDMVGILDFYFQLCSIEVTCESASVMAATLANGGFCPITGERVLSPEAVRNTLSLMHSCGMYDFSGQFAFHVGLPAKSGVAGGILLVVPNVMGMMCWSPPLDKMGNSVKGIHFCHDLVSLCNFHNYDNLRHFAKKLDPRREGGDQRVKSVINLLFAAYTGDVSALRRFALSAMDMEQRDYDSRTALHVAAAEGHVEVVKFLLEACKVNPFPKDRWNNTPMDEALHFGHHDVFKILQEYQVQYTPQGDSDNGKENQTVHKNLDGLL
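Glutamate formation by hKGA was monitored fluorometrically using coupled glutamate oxidase, HRP and Amplex Red. Substrate was added as 1 mM L-glutamine solution; incubation was 30 min at RT after an initial read.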
Pin1 inh: human Pin1 inhibition | 390,000 tested, 0.009% active | Q13526 | Pin1 FP peptide displacement, HiFluor488, 10 min | Potency, µM (top dose mostly 115 µM), for inactives: at the top dose activity, negative = inhibition, usual class: inhibitors; active = well fitted inhibition curve with a large enough effect in the polarisation, with a control signal flat, not every such curve was filed as active; inconclusive = small, poorly fitted or top-dose-only effect, or effect the other way, or a change in a side signal; inactive = no such curve, though single readings can be large or run the other way; the % refers to the polarisation; also: potency is read from the fitted curve at half-maximal effect; % is scaled to controls: 0 for no effect and ±100 for the full control effect
Target sequence (Q13526 whole entry, looked up): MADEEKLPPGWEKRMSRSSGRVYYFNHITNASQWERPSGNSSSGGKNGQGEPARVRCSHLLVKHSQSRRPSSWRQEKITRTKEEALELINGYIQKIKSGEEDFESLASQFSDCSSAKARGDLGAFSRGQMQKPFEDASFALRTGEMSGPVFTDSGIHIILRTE
Tb PGK inh: blocks T. brucei phosphoglycerate kinase | P07378 | PGK/GAPDH coupled, Kinase-Glo luminescence, 60 min | Potency, µM (top dose mostly 57.5 µM), without a hit: at the top dose activity change, negative = inhibition, usual class: inhibitors | 380,000 tested, 0.043% active | AID 602233; also: potency is read from the fitted curve at half-maximal effect; % is scaled to controls: 0 for no effect and ±100 for the full control effect; nearly all actives have a fitted effect of over 60% in size
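Luminescent ATP detection (Kinase-Glo Plus) follows a 60-minute room-temperature incubation, with wells lacking PGK as controls. Buffer: 100 mM TEA (pH 7.6), 5 mM MgCl2, 0.01% Tween-20. Coupling enzyme GAPDH (100 nM final) supplies unstable 1,3-BPG in-well.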
PI4K2A block: PI4K2A (human) kinase inhibition; Q9BTU6; purified PI4K2A, ADP-Glo luminescence, 1 h; stronger effect = lower value; activity change, negative = inhibition, % at 76.9 µM; 420,000 tested, 0.13% active; in the data active = activity change below about -50%; inconclusive = mostly about -30% to -49%;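 also: -100% = wells without enzyme as full effect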
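In this quantitative HTS, ADP production by PI4K2A was quantified luminescently after 1 h at ambient temperature; 100 microM adenosine served as plate-quality control.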
USP1 inh: USP1/UAF1 (human) deubiquitinase inhibition; O94782; recombinant USP1/UAF1, Ub-Rhodamine cleavage fluorescence; Potency, µM (titrated, usually from 57.1 µM), for inactives: at the highest dose activity change, negative = inhibition, actives largely listed as inhibitors; 390,000 tested, 0.23% active; AID 743255; also: potency is read from the fitted curve at half-maximal effect; % is scaled to controls: 0 for no effect and ±100 for the full control effect; nearly all actives have a fitted effect of over 60% in size; inactives centre near -12
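USP1/UAF1 complex at 1 nM was preincubated with compound for 15 min at room temperature, then Ub-Rho substrate (150nM final) was added. Fluorescence (480/540 nm) was read kinetically, 6 reads every 60 seconds.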
rTrxR1 inhibitor: rat TrxR1 inhibition; AID 588453; 390,000 tested, 1% active; Potency, µM (titrated, usually from 114 µM), for inactives: top-dose activity change, negative = inhibition, hits mostly inhibitors; O89049; recombinant rTrxR1, NADPH fluorescence consumption, selenite substrate; also: potency is read from the fitted curve at half-maximal effect; % is scaled to controls: 0 for no effect and ±100 for the full control effect; nearly all actives have a fitted effect of over 65% in size
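Rat TrxR1 (90 nM in the dispensed reagent) was pre-reduced with 400 uM NADPH for 5 min at room temperature, then incubated with compound for 15 min. After 400 uM selenite was added, NADPH fluorescence (Ex 340/Em 450 nm) was followed for 8 min.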
mIDH1 inhibitor: human IDH1 R132H inhibition; IDH1-R132H enzyme, NADPH consumption, diaphorase/resazurin fluorescence; Potency, µM (doses to about 76.6 µM), for the others: at the top dose activity change, negative = inhibition, most hits filed as inhibitors; O75874; 390,000 tested, 0.093% active; AID 602179; also: potency is read from the fitted curve at half-maximal effect; % is scaled to controls: 0 for no effect and ±100 for the full control effect; nearly all actives have a fitted effect of over 65% in size
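IDH1-R132H (0.5 ug/mL dispensed) in pH 7.5 Tris buffer was preincubated 30 min with compound, then given a substrate mix of 0.016 mM NADPH and 2 mM alpha-KG for 80 min at room temperature; remaining NADPH was read by diaphorase/resazurin fluorescence.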
HP1b binding inh: blocks HP1-beta chromodomain binding to methylated histone tails. AlphaScreen HP1-beta / biotin-H3K9me3 peptide binding. 390,000 tested, 0.56% active. Potency, µM (titrated, usually from 114 µM), for the others: at the highest dose activity change, negative = inhibition, hits mostly inhibitors; also: potency is read from the fitted curve at half-maximal effect; nearly all actives have a fitted effect of over 70% in size; inactives centre near 23
Target sequence (P83916 whole entry, looked up): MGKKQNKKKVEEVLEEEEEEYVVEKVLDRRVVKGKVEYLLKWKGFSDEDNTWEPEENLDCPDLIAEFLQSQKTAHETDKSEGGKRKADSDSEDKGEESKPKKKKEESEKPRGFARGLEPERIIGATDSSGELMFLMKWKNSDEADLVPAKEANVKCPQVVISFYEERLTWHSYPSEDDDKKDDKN
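HP1-beta protein (50 nM final) preincubated 30 min at room temperature with biotinylated H3(1-18)K9me3 peptide (50 nM) in PBS pH 7.4, 0.01% Tween-20, then compound added for 30 min. AlphaScreen streptavidin donor/nickel chelate acceptor beads (10 ug/mL final), 30 min dark, luminescence read.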
* hit, by the source's call; i = inactive; ? = inconclusive; / = no result given; & = joins results of further samples; [ ] = remark or other dose. Unless noted, calls follow the shape of the dose curve; as a rule, active = well fitted curve in the direction sought with a large enough effect; inconclusive = small, poorly fitted or top-dose-only effect, or another doubt; inactive = no such curve, though single readings can be large; an effect the other way counts as inactive or inconclusive.

A first look (two entries):
Pin1 inh	rTrxR1 inhibitor	PI4K2A block	GLS inh	USP1 inh	SMILES	TrxR1 substrate	HP1b binding inh	mIDH1 inhibitor	Tb PGK inh
-5%	-7%[57.1 µM]	2	3%	-12%	Cn1c(=O)c2sccc2n2c(CCCC(=O)NCc3ccc4c(c3)OCO4)nnc12	3%[57.1 µM]	16%	0%	5%
1%	-5%	-8	4%	3%	Cc1ccc(S(=O)(=O)N2CCOCC2)cc1C(=O)OCC(=O)NC1CCS(=O)(=O)C1 (centres undefined)	-9%	10%	7%	-2%

All compounds of this part, repeating the preview:
Pin1 inh	rTrxR1 inhibitor	PI4K2A block	GLS inh	USP1 inh	SMILES	TrxR1 substrate	HP1b binding inh	mIDH1 inhibitor	Tb PGK inh
-5%	-7%[57.1 µM]	2	3%	-12%	Cn1c(=O)c2sccc2n2c(CCCC(=O)NCc3ccc4c(c3)OCO4)nnc12	3%[57.1 µM]	16%	0%	5%
1%	-5%	-8	4%	3%	Cc1ccc(S(=O)(=O)N2CCOCC2)cc1C(=O)OCC(=O)NC1CCS(=O)(=O)C1 (centres undefined)	-9%	10%	7%	-2%
-10%	4%	-3	-6%	-21%	Cc1cc(-c2ccc(S(=O)(=O)NCc3ccc(F)cc3)cc2)on1	-1%	46%[activator]	-1%	-10%
-13%	15%	2	-6%	-10%	COc1ccc(S(=O)(=O)N2CCN(CC(=O)Nc3cccc(OC)c3)CC2)cc1	-5%	12%[57 µM]	-2%	i
-4%	8%	3	-1%	1%	CCC(C)NC(=O)COC(=O)c1oc2ccccc2c1CSc1ccc(Cl)cc1 (centres undefined)	-5%	38%[activator]	5%	/
15%	1%[57.1 µM]	-1	23%	-21%	Cc1ccc(S(=O)(=O)Nc2ccc(=O)n(Cc3ccc(Cl)c(Cl)c3)c2)cc1	6%[57.1 µM]	?	-10%	-1%
-9%	-1%	-4	-13%	-11%	O=C(Nc1ccccc1)NC1CCN(Cc2nnnn2C2CCCCC2)CC1	-5%	18%	12%	i
?	2%[57.1 µM]	-5	4%	-7%	O=C(CSc1nc(-c2ccccc2)cs1)NCc1ccco1	6%[57.1 µM]	14%	1%	4%
-3%	6%	-5	-2%	-9%	O=S(=O)(CCNCc1cccs1)c1ccc(Cl)cc1	4%	29%	10%	-4%
3%	-22%	3	4%	-4%	S=C(Nc1ccccc1)Nc1ccc(Br)cc1	-6%	21%	8%	-8%
0%	11%	2	-2%	-12%	O=C(NCCc1ccc2c(c1)OCCO2)c1cc(F)cc(F)c1	-1%	43%[activator]	9%	-4%
5%	-31%[57.1 µM]	5	1%	2%	Cc1noc(NC(=O)c2c(-c3c(Cl)cccc3Cl)noc2C)c1[N+](=O)[O-]	-12%[57.1 µM]	16%	-2%	2%
5%	21%[57.1 µM]	1	-2%	-6%	CCc1nc(N2CCN(C(=O)c3ccccc3)CC2)c2c3c(sc2n1)CCCC3	7%[57.1 µM]	25%	-17%	i
2%	-10%	12	18%	-5%	C/C(=N/NC(=O)c1ccoc1C)c1ccc(NC(=O)C2CCCC2)cc1	-8%	23%	10%	-9%
2%	3%	-2	-6%	-22%	O=C(O)c1ccc(NCCc2ccc(Cl)cc2)c([N+](=O)[O-])c1	-3%	3%	12%	0%
-10%	-7%	5	11%	-9%	COc1ccc(C(=O)Nc2ccc(/C(C)=N/NC(=O)c3ccccc3O)cc2)cc1OC	-16%	21%	10%	-8%
0%	-7%	-4	8%	-4%	CCn1c2ccc(CC(=O)O)cc2c2cc(CC(=O)O)ccc21	1%	20%	0%	7%
-1%	8%	-2	4%	-1%	Cc1ccccc1NC(=O)Cc1nnc(SCC(=O)NC2CCCC2)n1C	5%	3%	-12%	8%
55%[activator]	5%	-8	0%	-24%	C/C(=N\Nc1ccc(S(=O)(=O)N2CCCCC2)cn1)c1cccc(Br)c1	-6%	49%	3%	i
-1%	17%	-3	6%	-23%	CCN(CC)S(=O)(=O)c1cc(NC(=O)COC(=O)C2CCC2)ccc1C	4%	34%[activator]	-10%	0%
-6%	11%	-6	-8%	-17%	Cc1ccc(CNC(=O)c2nccnc2C(=O)O)cc1	3%	4%	-6%	i
?	?	-6	?	-12%	Cc1ccc(NC(=O)CSc2nc(-c3ccco3)nc3cc(=O)[nH]n23)c(Cl)c1	-15%	26%	-6%	-19%
-8%	9%	-1	0%	-15%	CC1(c2ccccc2)NC(=O)N(CC(=O)Nc2nnc(C3CC3)s2)C1=O (centres undefined)	-4%	49%[activator]	3%	-6%
96%[activator]	3%	-6	-3%	-11%	CCc1ccc(-c2csc(NC(=O)C3CC(=O)N(c4ccc5c(c4)OCCO5)C3)n2)cc1 (centres undefined)	-9%	0%	-1%	-3%
6%&12%	5%[57.1 µM]	3&3	1%&-11%	-22%&-27%	COc1ccc(NC(=O)c2cc(S(=O)(=O)N3CCOCC3)cn2C)cc1Cl	2%[57.1 µM]	?	-5%&-13%	8%&10%
?	28%	1	13%	?	Cc1cc(N2CCN(C)CC2)nc2ccc(NC(=O)Nc3cccc(Cl)c3)cc12	24%	11%	-21%	5%
-2%	12%	5	0%	-18%	COc1cc(CN2CCC(C(=O)NCCC(C)C)CC2)ccc1OCc1ccccc1	1%	?	1%	-1%
-11%	2%	1	0%	-21%	CC(=O)c1ccc(CCCCCCCCCC(=O)O)s1	-2%	16%	-6%	-4%
11%	26%	-17	-4%	-23%	O=C1c2ccccc2C(Nc2ccc3c(c2)OCCO3)N1c1ccc(Cl)cn1 (centres undefined)	2%	?	8%	-8%
-6%	-1%[2.29 µM]	4	34%[activator]	-13%	N#CCCN1CCN(CCC#N)c2ccccc21	-3%[57.1 µM]	2%[57 µM]	2%	3%
-5%	?	-4	18%	-29%	O=C(O)c1ccc(NC(=S)NC(=O)c2cccc(COc3ccccc3)c2)cc1	8%	-1%	-7%	-1%
17%	-17%	-2	10%	-15%	O=c1cc(N2CCc3ccccc3C2)[nH]c(=O)n1-c1ccc(Br)cc1	3%	15%	9%	-9%
-1%	22%	-3	0%	-3%	COc1ccccc1N1CCN(C(=O)C2CC2)CC1	2%[57.1 µM]	20%	10%	-8%
1%	48%[activator][57.1 µM]	1	-1%	?	COc1cccc(Nc2cc(C)c3ccccc3n2)c1	14%[57.1 µM]	17%	20%	-6%
?	-54%	0	-8%	-7%	CCOc1ccc2[nH]c(SCC(=O)OC)c([N+](=O)[O-])c2c1	-8%[57.1 µM]	66%[activator]	4%	-12%
5%	-2%	0	1%	-10%	Cc1ccc(N(CC(=O)NC2CCCC2)C(=O)c2c(C)noc2C)cc1C	-5%	32%[activator]	0%	-1%
0%	-2%	-2	-7%	-10%	Cc1ccc(Nc2nc(N)nc(CSC(=S)N3CCN(c4ccccc4)CC3)n2)cc1	-10%	-13%	-1%	3%
5%	19%	-1	-6%	-23%	C#Cc1ccc(CN2CCCC(C(=O)Nc3ccccc3Oc3cccnc3)C2)cc1 (centres undefined)	-1%	31%	-10%	4%
9%	-1%	4	6%	-14%	O=c1c2ccccc2nc(SCc2cn3ccsc3n2)n1-c1ccc(F)cc1	-7%	7%	-2%	3%
0%	7%[57.1 µM]	-2	59%[activator]	-15%	COC(=O)C1=C(C)N(Cc2ccc(OC)c(OC)c2)C(=O)C1	10%[57.1 µM]	6%	-2%	-5%
0%	6%[57.1 µM]	1	1%	-8%	CN(c1ccc(F)cc1)S(=O)(=O)c1ccc(Cl)c(C(=O)OCC(=O)NCc2ccco2)c1	-2%	-3%	4%	-9%
0%	3%[57.1 µM]	-2	-14%	-9%	COc1ccc(OCc2nnc(SCC(=O)N(C)Cc3ccccc3)n2N)cc1	3%[57.1 µM]	?	12%	-3%
-1%	20%[57.1 µM]	-2	1%	-15%	CNC(=O)/C(C#N)=C\c1ccc(CNS(=O)(=O)c2ccc(Cl)cc2)o1	-7%	-7%	-1%	2%
3%	13%[57.1 µM]	3	-5%	-15%	Cc1ccc(C2=NN(CC(=O)NCCN(C)C)C(=O)CC2)cc1	8%[57.1 µM]	22%	-1%	-5%
-7%	17%	1	43%[activator]	-24%	CC(C)CC(OC(=O)c1ccco1)C(=O)NC1CCCCC1 (centres undefined)	7%	23%	1%	-8%

Grouped by structure, the compounds so far containing a cyano group (two)
Pin1 inh	rTrxR1 inhibitor	PI4K2A block	GLS inh	USP1 inh	SMILES	TrxR1 substrate	HP1b binding inh	mIDH1 inhibitor	Tb PGK inh
-6%	-1%[2.29 µM]	4	34%[activator]	-13%	N#CCCN1CCN(CCC#N)c2ccccc21	-3%[57.1 µM]	2%[57 µM]	2%	3%
-1%	20%[57.1 µM]	-2	1%	-15%	CNC(=O)/C(C#N)=C\c1ccc(CNS(=O)(=O)c2ccc(Cl)cc2)o1	-7%	-7%	-1%	2%

Compound activity (PubChem)

An excerpt. The share of hits here may be higher or lower than overall.
